M1 ag = activates human CHRM1 receptor | P11229 | CHO-K1 hM1, Fluo-8 calcium fluorescence, agonist mode; 0% DMSO, 100% acetylcholine EC100 | activation, % at 3 µM | hit rate 0.33% among 360,000;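 active means activation above the run's mean compound activation plus 3 SD, cut at about 16% in these data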;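 further: peak over basal fluorescence ratio within a 140 s kinetic read after compound addition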
Target sequence (P11229 whole entry, looked up): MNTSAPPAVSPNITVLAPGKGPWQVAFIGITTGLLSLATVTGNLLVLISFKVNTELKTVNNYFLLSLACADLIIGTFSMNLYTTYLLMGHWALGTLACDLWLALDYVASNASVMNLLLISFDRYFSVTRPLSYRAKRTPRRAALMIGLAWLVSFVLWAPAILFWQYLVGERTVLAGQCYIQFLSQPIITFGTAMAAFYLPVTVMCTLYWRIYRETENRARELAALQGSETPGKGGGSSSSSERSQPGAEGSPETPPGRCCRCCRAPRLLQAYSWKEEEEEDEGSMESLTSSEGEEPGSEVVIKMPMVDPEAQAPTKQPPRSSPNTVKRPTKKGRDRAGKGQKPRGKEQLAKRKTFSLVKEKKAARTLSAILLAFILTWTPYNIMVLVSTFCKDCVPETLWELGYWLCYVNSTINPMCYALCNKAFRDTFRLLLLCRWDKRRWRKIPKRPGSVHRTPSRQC
CHO-K1 Ca ag = counter-screen for M1 agonists: effect in parental CHO-K1 cells; hit rate 0.48% among 360,000; AID 602248; Fluo-8 calcium fluorescence; scaled to maximal ATP response, vehicle zero; activation, % at 3 µM; in the data active means activation above about 15%;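 further: untransfected CHO-K1 host cells lacking M1 receptor as counterscreen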
CHO parental Ca = counter-screen for OX1R antagonists: effect in parental CHO cells | inhibition, % at 5.6 µM | hit rate 0.63% among 330,000 | parental CHO-K1, ATP-induced calcium, Fluo-8 fluorescence;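 active means inhibition above that plate's mean sample inhibition plus 3 SD, cut at about 26% in these data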;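 further: 0% = ATP-challenged DMSO wells and 100% = DMSO wells without ATP; some compounds past the cut are filed as inactive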
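test system = CHO parental line | reagent = ATP stimulus | measured by = intracellular calcium via Fluo-8 no-wash fluorescent dye | control set = ATP and no-ATP DMSO wells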
V1R ag counter = activates human V1a receptor in oxytocin agonist counter-screen; P37288; CHO-V1R cells, Fluo-8 calcium fluorescence, agonist mode; 0% DMSO, 100% 3 nM vasopressin; activation, % at 3 µM; hit rate 0.25% among 320,000;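 active means activation above the mean activation of all tested compounds plus 3 SD, per screening run, cut at about 20% in these data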;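 further: signal is peak over basal fluorescence ratio across a 100 second FLIPR read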
OXTR potentiate = potentiates the human oxytocin receptor response | hit rate 0.061% among 320,000 | CHO-OTR cells, Fluo-8 calcium fluorescence, potentiator mode; 0% = oxytocin EC15, 100% = EC100 | P30559 | activation, % at 3 µM;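 active means activation above that plate's cutoff, the mean activation of tested compounds plus 3 SD, cut at about 6.6% in these data, passing the limit was not always enough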;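 further: 100% uses oxytocin at 75 nM as the full agonist control; some results filed as inactive read as strong as hits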
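Material: human OTR in CHO cells. Compound: 3.0 µM, one dose. Timing: compound 6 min at room temperature before oxytocin, 100 s read. Evaluation: % activation of max/min ratio relative to oxytocin controls. Replication: single well per compound, singlicate. Signal: Fluo-8 calcium dye fluorescence.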
TAAR1 antagonist = human TAAR1 antagonism; CHO RD-HGA16 TAAR1, Fluo-8 calcium fluorescence, antagonist; Q96RJ0; AID 624466; hit rate 1.5% among 360,000; inhibition, % at 3 µM;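 active means inhibition above a per-plate cutoff, the mean inhibition of test compounds on that plate plus 3 SD, cut at about 49% in these data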;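 further: 0% = DMSO plus EC80 beta-PEA response and 100% = DMSO alone without agonist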
Target sequence (Q96RJ0 whole entry, looked up): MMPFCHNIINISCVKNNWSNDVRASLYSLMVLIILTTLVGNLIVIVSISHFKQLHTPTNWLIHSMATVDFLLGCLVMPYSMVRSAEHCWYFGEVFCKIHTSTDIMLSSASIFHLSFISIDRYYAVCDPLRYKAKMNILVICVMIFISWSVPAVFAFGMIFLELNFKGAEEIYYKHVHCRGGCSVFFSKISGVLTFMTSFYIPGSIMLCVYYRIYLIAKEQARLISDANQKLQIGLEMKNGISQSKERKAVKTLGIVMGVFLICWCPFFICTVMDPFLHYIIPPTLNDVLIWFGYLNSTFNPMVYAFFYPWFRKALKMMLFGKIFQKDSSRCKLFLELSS
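Assay system: RD-HGA16 CHO cells with stable hTAAR1 and Gα16 / Reagent: EC80 β-phenethylamine stimulus / Doses: 3 µM, single point / Timing: dye loading 75 min at 37 °C, then 30 min room temperature / Measured by: Fluo-8 intracellular calcium dye fluorescence, real-time kinetic reads / Controls: vehicle wells and EC80 agonist wells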
TAAR1 agonist = agonists of human TAAR1. Q96RJ0. CHO RD-HGA16 TAAR1, Fluo-8 calcium fluorescence; vehicle wells 0%, saturating PEA agonist 100%. activation, % at 3 µM. hit rate 0.99% among 360,000;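 active means activation above the mean activation of all test compounds in the run plus 3 SD, cut at about 38% in these data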
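test system = CHO RD-HGA16 cells carrying human TAAR1 plus Gα16 | schedule = 17-24 h seeding, 75 min 37 °C dye, 30 min RT | compound dosing = 3 µM single concentration | control set = DMSO and PEA EC100 | replicates = n 1 | signal = Fluo-8 fluorescence, 5 s baseline then 140 s kinetic read | measure = percent activation vs PEA EC100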
CHO-K1 Ca antag = nonselective inhibitor or artifact in parental CHO-K1 cells | ATP-induced calcium, Fluo-8 fluorescence | inhibition, % at 3 µM | hit rate 0.6% among 360,000 | AID 602250;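 active means inhibition above a per-plate cutoff, the plate's mean sample inhibition plus 3 SD, cut at about 24% in these data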;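 further: 0% = DMSO plus EC80 ATP and 100% = DMSO alone without ATP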
M1 PAM parental = counter-screen for M1 PAMs: effect in parental CHO-K1 cells | hit rate 0.02% among 360,000 | ATP EC20, Fluo-8 calcium fluorescence; 0% at ATP EC20, 100% at ATP max | AID 602247 | activation, % at 3 µM;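 active means activation above the run cutoff, the mean activation of all test compounds plus 3 SD, cut at about 40% in these data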;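 further: peak over basal fluorescence ratio in a 140 s read after ATP addition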
Starred values were filed as active, the others as inactive; / = not tested or not shown.

compound | M1 ag | CHO-K1 Ca ag | CHO parental Ca | V1R ag counter | OXTR potentiate | TAAR1 antagonist | TAAR1 agonist | CHO-K1 Ca antag | M1 PAM parental
CCCCCC(=O)Nc1cccc(C2=NOC3(C2)C[C@@H](C(N)=O)N(C(=O)C2(C)CC2)C3)c1 (some centres not stated) | -2 | -0.3 | 2 | 1.4 | 2 | 14 | 1 | 8 | -11
Cc1ccccc1NC(=S)N(CCCN1CCOCC1)Cc1cccnc1 | -2 | 0.9 | 8 | -0.5 | -3 | 9 | 1 | -11 | 5
Cc1onc(-c2ccc(Cl)cc2)c1-c1ccnn1S(=O)(=O)c1ccc(Cl)cc1 | -3 | 1.3 | -26 | -0.8 | -8 | -23 | 1 | -13 | 8
COc1cc(C2C3=C(COC3=O)OC(C)(C)Oc3cc4c(cc32)OCO4)cc(OC)c1OC (configuration not stated) | -2 | 0.5 | / | / | / | 2 | 0 | -11 | 5
COCCN(C(=O)Nc1ccccc1)C(C)c1cccnc1 (configuration not stated) | -5 | 0.0 | -13 | 2.5 | 4 | -4 | 2 | -5 | 16
Cc1cccc(C(=O)NC(=S)N2CCc3ccccc3C2)c1 | -8 | 1.0 | -13 | -1.0 | -9 | 18 | 62* | -10 | 6
COc1cc(C(=S)N2CCOCC2)cc(OC)c1OS(=O)(=O)c1ccc(NC(C)=O)cc1 | 2 | 0.7 | -1 | -0.2 | 1 | -16 | 8 | -6 | 11
O=C(Nc1ccc(F)cc1)c1cccnc1N1CCOCC1 | 0 | 0.2 | -9 | -0.9 | -12 | 18 | 6 | -1 | -2
O=C1NC2c3ccccc3CC2O1 (configuration not stated) | -3 | 0.3 | 10 | 1.1 | -7 | 9 | 9 | -5 | 1
O=C(NCCCN1CCOCC1)C(=O)NCC1OCCN1S(=O)(=O)c1ccc(Cl)cc1 (configuration not stated) | 1 | 0.1 | / | / | / | -11 | 1 | 13 | -9
CC(Sc1nnc(-c2cccs2)n1C1CC1)C(=O)NCC1CCCO1 (configuration not stated) | -4 | -0.1 | -4 | 0.3 | -6 | 1 | 0 | -9 | 0
CCOC(=O)C1CCN(S(=O)(=O)c2c(C)[nH]c(C)c2C(=O)N2CCCCC2)CC1 | -2 | 0.4 | -7 | -0.5 | -6 | 0 | 0 | -8 | 0
Cc1nc2ccccc2nc1OCC(=O)NCC(F)(F)F | -5 | 0.2 | 2 | 0.2 | -4 | -10 | 1 | -7 | 17
O=C(Nc1cccc(Cl)c1)OCc1cncs1 | -1 | 7.3 | 16 | 5.4 | -15 | 25 | 8 | -10 | 17
CC(Sc1nnc(C2CC2)n1-c1ccccc1)C(=O)N1CCCC1 (configuration not stated) | -2 | 1.0 | / | / | / | 1 | 1 | -12 | 3
Cc1ccc(C)c(NCCCCCCCC(=O)O)c1 | 0 | 0.5 | / | / | / | 7 | 0 | 8 | 12
Cc1ccc(-c2nc3cnccn3c2Nc2ccc3c(c2)OCO3)cc1 | -5 | -0.1 | -12 | -2.0 | -3 | -47 | 0 | 0 | 9
CC1CCCN(S(=O)(=O)c2ccc(S(=O)(=O)NC(C)c3cccs3)cc2)C1 (configuration not stated) | -1 | 4.2 | 1 | 0.9 | -6 | 14 | 11 | 17 | -2
COC(=O)[C@@]1(Cc2ccc(F)cc2)[C@H]2c3cc(C(=O)N4CCCC4)n(C)c3C[C@H]2CN1C(=O)c1ccccc1 | / | 2.4 | / | / | / | -11 | 8 | -12 | 19
O=C(CSC1=NS(=O)(=O)c2cc(F)ccc2N1)NCc1ccc(F)cc1 | -1 | 0.6 | -15 | 0.3 | 5 | -12 | 4 | -4 | 3
CCn1c(C)nc2cc(C(=O)N/N=C(\C)c3ccccc3O)ccc21 | -4 | 3.5 | 7 | 0.5 | -10 | -12 | 2 | 7 | -4
CC1(C)Cc2c(C#N)c(N3CCOCC3)nc(Cc3ccccc3)c2CO1 | -2 | 2.1 | -21 | -0.4 | -6 | 23 | 8 | -4 | 18
Cc1cc(-c2nc3ncccc3o2)ccc1NC(=S)NC(=O)c1ccco1 | -5 | 0.3 | 10 | 0.2 | -4 | 16 | 3 | -17 | 18
CSc1nc(N2CCCC2)c2c(c1C#N)CC(C)(C)OC2 | -1 | -0.2 | -23 | 0.6 | -15 | 6 | 9 | 9 | -4
CCC(CO)Oc1cc(NCc2ccncc2)c2ncn(C(C)C)c2c1 (configuration not stated) | -3 | 0.4 | -11 | 0.6 | 2 | 20 | 4 | -19 | 33
COc1ccccc1N1CCN(C(=O)CCCN2C(=O)c3cccc4cccc(c34)C2=O)CC1 | -3 | 4.3 | -21 | 0.0 | -14 | 50* | 16 | 7 | 6
CCOC(=O)c1sc(Nc2nc3ccc(OC)cc3s2)cc1C | -3 | -0.4 | -8 | -1.1 | -3 | 21 | -1 | 13 | -9
O=C(NCCc1csc(-c2cccnc2)n1)c1ccco1 | -5 | 2.7 | -3 | 0.0 | -4 | 1 | 5 | -3 | 29
CCC(CC)c1nnc(NC(=O)C2=NNC(=O)CC2)s1 | -2 | 0.6 | -11 | 0.0 | -15 | -14 | 0 | -15 | 5
Cc1cc(-c2ccccc2C(=O)Nc2ccccc2O)on1 | -4 | 0.0 | -9 | 0.2 | -8 | -26 | 8 | -8 | 12
O=C(NCCCn1ccnc1)c1cc(C2CC2)on1 | -8 | 0.6 | 12 | 1.3 | -3 | 5 | 0 | -9 | 18
COc1ccc(-c2ocnc2C(=O)N2CCN(C(c3ccccc3)c3ccccc3)CC2)cc1 | -10 | -0.6 | -20 | 0.4 | -8 | 3 | 1 | -1 | 0
Cc1nc(=S)c2c([nH]1)-c1ccccc1CC21CCCCC1 | -3 | -0.6 | -9 | -0.2 | -8 | 3 | 28 | 15 | -26
COc1ccccc1NC(=O)COc1ccc(C(=O)OCC(=O)N2CCCC2=O)cc1OC | -2 | 0.2 | -8 | 0.4 | 1 | 22 | 4 | 18 | -1
CN(CCc1ccccc1)C(=O)c1ccc(NC(=O)Cc2ccc(NC(=O)C3CCN(C(=O)C4CCC4)CC3)cc2)cc1 | 0 | 0.1 | / | / | / | -7 | 5 | -9 | 4
O/C(=C\Sc1nnc(Cc2ccccc2)o1)c1ccc(Br)cc1 | -3 | 3.0 | -4 | 2.8 | -7 | 8 | 9 | -4 | 16
CNc1sc(C(=O)c2ccccc2F)c(N)c1-c1nc2ccccc2s1 | -2 | 0.5 | -20 | 1.8 | -6 | 26 | 10 | 6 | -6
COC(=O)CCCCCN1C(=O)NC(C2CC2)C(C(=O)OCc2ccccc2)=C1C (configuration not stated) | -1 | 14 | -7 | 9.0 | -13 | 36 | 9 | -6 | -3
COC(=O)c1cccc(NC(=O)NC(=O)c2ccc(Cl)cc2)c1 | -1 | 1.2 | 1 | -0.2 | -12 | 9 | 3 | -17 | 25
O=C(CN(Cc1ccccc1F)C(=O)c1csnn1)NC1CCCCC1 | -1 | 1.9 | -21 | -0.7 | -2 | -9 | 3 | -14 | 18
COc1ccccc1NC(=O)N(C)C[C@H]1Oc2cc(Br)ccc2S(=O)(=O)N([C@H](C)CO)C[C@H]1C | -4 | 0.6 | / | / | / | 8 | 0 | 5 | -10
COc1cc(Nc2ncnc(N)n2)cc(OC)c1OC | -3 | 0.3 | -3 | -0.3 | -5 | -17 | 7 | -1 | 6
Cn1ncc(Br)c1C(=O)N/N=C/c1ccc(OS(=O)(=O)c2ccccc2)cc1 | -3 | 2.2 | 1 | 1.2 | -9 | 13 | 9 | 2 | 2
CC(=O)c1cc(C(=O)Nc2ccc3ccccc3c2)c(C)o1 | -4 | 0.2 | -7 | 0.2 | -1 | 1 | -3 | -13 | 6
CNCc1ccc(OCc2ccccc2)c(OC)c1 | -5 | 0.3 | -13 | 1.1 | -8 | 11 | 2 | -9 | 4
O=C(COc1ccc(C(=O)c2ccccc2)cc1)Nc1ncccc1O | 2 | 9.1 | -2 | 6.9 | -9 | 9 | 5 | -12 | 2
Clc1ccccc1-c1ccc(/C=N/Nc2nncc(-c3ccccc3)n2)o1 | -5 | -0.1 | -21 | 0.7 | -7 | 20 | 7 | 7 | 0
COCCn1c(Br)nc2c1c(=O)n(C)c(=O)n2C | -6 | 0.3 | -11 | 1.6 | -12 | 7 | 3 | 9 | -11
Cc1onc(-c2ccccc2Cl)c1C(=O)Oc1cccc2cccnc12 | -4 | 0.8 | 3 | 0.4 | -1 | -7 | 1 | -15 | 2
O=C1OCCC1Sc1nnc(-c2ccc3c(c2)OCO3)n1-c1ccccc1 (configuration not stated) | -4 | 4.5 | -8 | 0.6 | -10 | 5 | 14 | -10 | 14
COc1cccc(C(=O)NCC(C)(C)SCc2ccc(F)cc2)c1 | -4 | 3.4 | -7 | -0.4 | -4 | -10 | -3 | -13 | 0

Compounds were not picked by outcome; about 3.3% have a hit in one of these screens.
